NALP1 inh: blocks the NALP1 inflammasome reconstituted in yeast | S. cerevisiae NALP1/ASC/caspase-1 growth, X-gal OD620, 72 h | inhibition, % at 10 µM | 280,000 compounds, 0.61% hits | AID 2071; in the data active = inhibition mostly above about 24%, no sharp cut-off; inactive = mostly below about 32%; also: some compounds called inactive have numbers as strong as hits
OXTR agonist: human OXTR agonism | P30559 | CHO-OTR cells, Fluo-8 calcium fluorescence; normalized: DMSO 0%, oxytocin 100% | activation, % at 3 µM | 320,000 compounds, 0.32% hits | AID 2435;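 active = activation above the mean of all tested compounds plus 3 SD, cutoff set per screening run, cut at about 20% in these data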;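 also: peak over basal fluorescence ratio from a 100 s FLIPR kinetic read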
MEKK2 WT-MEK5: raises or lowers MEK5 binding to wildtype human MEKK2 PB1 domain; AID 1531; binding response (% of control), % at 10 µM; 290,000 compounds, 1.1% hits; bead flow cytometry, Alexa488-MEK5 binding to MEKK2 WT; actives lie on both sides; in the data active = binding response below about 67% or above about 130%
GPR7 antagonist: antagonists of human GPR7 (neuropeptides B/W receptor 1) | inhibition, % at 4.4 µM | GPR7-expressing cells, fluorescence antagonist assay | 290,000 compounds, 1.1% hits | AID 1861 | P48145; in the data active = inhibition above about 16%, passing the limit was not always enough;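 also: cells stimulated with the agonist NPW; 0% = agonist with vehicle and 100% = vehicle without agonist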
Target sequence (P48145 whole entry, looked up): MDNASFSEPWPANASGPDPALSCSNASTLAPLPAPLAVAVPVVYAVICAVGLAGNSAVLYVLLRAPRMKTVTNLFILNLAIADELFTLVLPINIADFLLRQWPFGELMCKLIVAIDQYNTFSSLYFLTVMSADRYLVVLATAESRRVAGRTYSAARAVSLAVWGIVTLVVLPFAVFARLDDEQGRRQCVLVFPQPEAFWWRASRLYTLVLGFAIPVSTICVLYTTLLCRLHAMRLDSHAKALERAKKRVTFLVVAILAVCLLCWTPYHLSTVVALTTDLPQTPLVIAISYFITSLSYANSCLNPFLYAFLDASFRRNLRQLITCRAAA
MEKK2 mut-MEK5: signal of MEK5 binding to mutant human MEKK2 PB1 domain. bead flow cytometry, Alexa488-MEK5 binding to MEKK2 mutant. percent response, % at 10 µM. 290,000 compounds, 0.35% hits. AID 1530; in the data active = percent response above about 24%, passing the limit was not always enough; also: inactives centre near 1; some results filed as inactive read as strong as hits; reference of the scale not given here
M18AAP inhibitor: blocks P. falciparum M18 aspartyl aminopeptidase. recombinant PfM18AAP, H-Glu-NHMec fluorogenic cleavage. inhibition, % at 7.35 µM. 290,000 compounds, 1.2% hits;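 active = inhibition above the campaign mean inhibition over all tested compounds plus 3 SD, cut at about 28% in these data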;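 also: 0% = plate median of test compound wells and 100% = 2 mM ZnCl2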
MEKK3 PB1 HTS: modulators (inhibitors or enhancers) of MEK5 binding to human MEKK3 PB1 domain. binding response (% of control), % at 10 µM. bead-based flow cytometry, Alexa488-MEK5 binding to MEKK3; actives lie on both sides; 0 = blocked by unlabeled MEK5, 100 = vehicle. AID 1529. 290,000 compounds, 1.4% hits;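 active = binding response more than 3 SD above or below the average of its plate-row segment, actives on both sides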;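 also: Alexa488 bead fluorescence after subtracting the streptavidin-only scavenger bead signal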
Target sequence (Q99759 whole entry, looked up, the tested form may be a part): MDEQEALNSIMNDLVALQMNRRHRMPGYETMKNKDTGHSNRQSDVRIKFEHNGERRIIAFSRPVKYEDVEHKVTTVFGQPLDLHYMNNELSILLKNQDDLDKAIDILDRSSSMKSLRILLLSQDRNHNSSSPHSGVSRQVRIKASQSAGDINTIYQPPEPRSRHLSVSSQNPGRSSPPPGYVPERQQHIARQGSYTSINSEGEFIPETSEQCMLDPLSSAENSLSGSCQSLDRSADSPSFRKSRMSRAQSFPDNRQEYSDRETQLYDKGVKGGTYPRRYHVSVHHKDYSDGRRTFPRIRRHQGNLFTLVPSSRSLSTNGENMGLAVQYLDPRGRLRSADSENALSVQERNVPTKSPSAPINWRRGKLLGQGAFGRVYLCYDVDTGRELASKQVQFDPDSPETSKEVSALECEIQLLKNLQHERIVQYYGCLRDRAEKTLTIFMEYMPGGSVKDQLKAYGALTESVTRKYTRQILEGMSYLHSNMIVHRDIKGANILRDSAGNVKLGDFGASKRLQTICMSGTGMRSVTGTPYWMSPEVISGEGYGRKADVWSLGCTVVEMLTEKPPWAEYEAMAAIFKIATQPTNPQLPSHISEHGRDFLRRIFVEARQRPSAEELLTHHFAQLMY
FID counter: displaces DNA intercalator in HCV helicase counter-screen. 290,000 compounds, 0.17% hits. inhibition, % at 7.9 µM. DNA fluorescent intercalator displacement, fluorescence; in the data active = inhibition above about 37%;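 also: 0% = vehicle and 100% = reference compound; higher means more ethidium bromide displaced from hairpin DNA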
PHOSPHO1 inh: PHOSPHO1 (human) inhibition | Q8TCT1 | recombinant PHOSPHO1, absorbance phosphatase assay | inhibition, % at 13.3 µM | 290,000 compounds, 1.1% hits | AID 1565; in the data active = inhibition above about 60%
* hit, by the source's call; . = no result given. The order is random, and some 6.2% of all compounds hit somewhere here.

The opening two entries (preview)
SMILES	NALP1 inh	OXTR agonist	MEKK2 WT-MEK5	GPR7 antagonist	MEKK2 mut-MEK5	M18AAP inhibitor	MEKK3 PB1 HTS	FID counter	PHOSPHO1 inh
CCCCN(Cc1ccccc1)C(=O)C1CCCN(S(=O)(=O)c2cnc[nH]2)C1 (stereo unspecified)	-13	0.5	109	9	5	0	111	-24	-1
CC(=O)NCC(c1cccs1)S(=O)(=O)c1ccc(F)cc1 (stereo unspecified)	12	0.7	100	-15	2	-2	102	-12	41

This part in full, from the first entry:
SMILES	NALP1 inh	OXTR agonist	MEKK2 WT-MEK5	GPR7 antagonist	MEKK2 mut-MEK5	M18AAP inhibitor	MEKK3 PB1 HTS	FID counter	PHOSPHO1 inh
CCCCN(Cc1ccccc1)C(=O)C1CCCN(S(=O)(=O)c2cnc[nH]2)C1 (stereo unspecified)	-13	0.5	109	9	5	0	111	-24	-1
CC(=O)NCC(c1cccs1)S(=O)(=O)c1ccc(F)cc1 (stereo unspecified)	12	0.7	100	-15	2	-2	102	-12	41
Cc1ccc(C)c(OC(=O)c2cncc(Br)c2)c1	24	-2.6	100	-12	0	-6	96	-4	-3
CCOC(=O)C1=C(CC)Nc2ccccc2N=C1NC(=O)c1ccc(S(=O)(=O)N2CCOCC2)cc1	-8	-1.6	76	-16	-11	-11	76	-5	40
CN(CC(=O)NC(=O)NCc1ccco1)Cc1nc2ccccc2c(=O)[nH]1	-18	0.0	104	-6	2	6	100	-6	23
Cn1c(=O)[nH]c2c(Cl)nccc21	13	2.1	102	-11	2	-8	101	-3	-23
Cc1c(NC(=O)CSc2nccn2C)c(=O)n(-c2ccccc2)n1C	1	-1.2	90	1	-8	-3	90	-1	8
Cc1cccc(NC(=S)NNC(=O)Cc2ccccc2)c1	18	-0.1	107	-2	23	8	103	-3	1
Cc1ccccc1Cn1cc(NC(=O)c2nn(C)cc2Cl)cn1	21	-0.3	101	-11	1	-10	102	-8	-12
Oc1ccccc1N1CCN(C(=S)NCc2ccccc2)CC1	-13	2.5	106	-7	3	10	104	-6	-104
CC(=O)NCCNC(=O)c1ccc(-n2c(C)ccc2C)cc1	13	0.1	104	-10	4	4	104	-9	32
CCn1nc(C)c(/C=N/NC(=S)Nc2ccc(Cl)cc2Cl)c1C	31	1.0	91	9	-2	4	89	2	-13
CCOc1cc(NC(=S)NCc2ccco2)c(OCC)cc1NC(=O)CC	.	-0.5	98	-5	1	-3	97	-5	7
c1cncc(Nc2nc(-c3ccncc3)cs2)c1	-5	-0.7	101	-6	8	-9	96	2	-39
Cc1nnc(SCc2cc([N+](=O)[O-])cc3c2OCOC3)[nH]c1=O	14	-1.1	92	18	-7	-2	87	-5	0
CC1=C(C(=O)c2ccccc2)C(c2ccc(OC(F)F)cc2)NC(=S)N1 (stereo unspecified)	17	3.6	73	14	-12	-4	86	-12	24
Cc1ccc(-c2nc(Cl)nc3ccccc23)cc1	15	-2.8	86	-5	-14	-1	93	3	-3
O=C(CCCOc1ccc(Cl)cc1)Nc1cccc(C(=O)O)c1	-4	1.1	95	-14	-3	-8	99	-11	35
Cc1ccc(SCC(=O)Nc2ccc(N3CCOCC3)cc2)cc1	7	0.7	98	-8	0	2	100	-15	39
COc1ccccc1C1(O)CCN(CC(=O)Nc2c(C)nn(C)c2C)CC1	6	0.3	95	27*	1	-14	101	10	23
CO/N=C/Cc1c([N+](=O)[O-])c(C)nn1C	-46	0.0	103	28*	-2	14	105	2	34
Brc1nc(Br)n(Cc2ccccc2)n1	6	-0.1	102	-9	9	-1	105	1	51
Cc1cc(NC(=O)CCC(=O)N(c2cccc(F)c2)C(C(=O)NC2CCCC2)c2ccncc2)no1 (stereo unspecified)	13	0.2	105	-10	4	-4	98	-3	-47
CCNc1nc(NCC)nc(Oc2ccc(OCC)nn2)n1	13	0.3	102	-3	1	0	95	-2	-12
Cc1ccc(S(=O)(=O)NCC(=O)OCC(=O)NCc2ccc(F)cc2)cc1	-11	-1.1	100	2	-2	4	103	-11	22
CCc1ccc2[nH]c3nc(SCc4nnc(-c5ccccc5)o4)nnc3c2c1	.	0.4	99	-13	-6	-2	98	-2	25
CN(C)/C=C(/C(=O)c1ccc(Cl)cc1)S(=O)(=O)c1ccc(Cl)cc1	-3	0.6	.	-8	.	-5	.	-2	28
COc1ccc(C(=O)Oc2ccc(C(=S)N3CCCC3)cc2)cc1OC	24	1.2	96	0	-2	0	97	-1	6
CC(C)(C)c1ccc(C(=O)NCCC(=O)N2CCCC2)cc1	6	0.6	98	-7	0	3	98	-26	14
O=C(CN1CCCCCC1)NN(Cc1ccccc1)c1ccccc1	13	-0.1	100	-2	12	-4	99	9	-11
Cc1c(NS(=O)(=O)c2cccs2)cccc1-c1nc2cccnc2s1	-2	3.1	103	-2	3	4	100	-8	15
CC1=CC(C)[C@H](/C=N/n2c(=O)[nH]c3c([nH]c4ccc(C)cc43)c2=O)C(C)C1 (stereo partly specified)	-23	-0.2	107	-22	5	-2	101	-4	9
C=CCNC(=S)N1CCC(C(=O)c2ccc(C)cc2)CC1	-29	3.5	101	3	1	0	97	-16	38
CNc1nc(N)c([N+](=O)[O-])c(Nc2cccc(Cl)c2)n1	6	0.4	99	-23	2	-3	98	1	42
Cc1nc(CNS(=O)(=O)c2cccc(F)c2)cs1	-1	0.3	100	1	3	-7	100	-8	13
OCCCc1cn(Cc2ccccc2)c2ccccc12	9	-0.7	100	-14	6	4	100	-19	3
COc1ccc(CNC(=O)CCCCCNc2nc(=S)[nH]c3ccccc23)cc1	9	-1.6	91	-8	-9	4	97	-10	-46
CSCCC(NS(=O)(=O)/C=C/c1ccccc1)C(=O)O (stereo unspecified)	4	0.0	111	-9	1	-3	116	-9	47
NC(=Nc1ccccc1)Nc1ccccc1	1	11	117	101*	12	4	110	-4	.
CCOC(=O)N1CCC(c2cc(=O)n3[nH]cc(C(=O)OC)c3n2)CC1	26	-0.1	105	-16	6	-4	104	-8	-10
O=C(COC(=O)c1cc([N+](=O)[O-])ccc1NCCO)c1ccc(Cl)cc1	31	-1.7	118	2	11	-1	106	12	-3
O=C(NCCNc1ccccc1[N+](=O)[O-])c1cc(F)c(F)cc1Cl	10	-1.8	112	2	22	1	108	0	19
C=CCc1cccc2cc(C(=O)NNC(=O)CC#N)c(=O)oc12	.	0.1	101	-13	4	12	100	-6	46
CCC(C)NC(=O)CN(c1cc(C)ccc1OC)S(C)(=O)=O (stereo unspecified)	0	0.4	106	-13	5	-1	107	-2	6
O=C(COC(=O)[C@@H]1CC(O)CN1S(=O)(=O)c1ccccc1[N+](=O)[O-])Nc1ccc2ccccc2c1 (stereo partly specified)	-6	4.5	114	4	2	-3	107	4	16
CC(=O)c1c(C)n(CCO)c2ccc(O)cc12	17	0.0	102	-12	5	2	100	1	3
C/C(CC(=O)Nc1ccc2c(c1)OCCO2)=N\NC(=O)COc1ccc(Cl)c(C)c1	10	1.3	103	-5	3	-13	105	-26	24
Cc1c(C)c2ccc(OCC(=O)NC(Cc3c[nH]c4ccc(O)cc34)C(=O)O)c(C)c2oc1=O (stereo unspecified)	7	0.2	97	17	-3	-8	98	-17	23
Cc1cc(NC(=O)COC(=O)C2CC(=O)N(c3cccc(Cl)c3)C2)no1 (stereo unspecified)	-5	2.3	105	-11	4	5	99	-16	30
CN1CCc2nc3sc(C(=O)NCc4ccccc4)c(N)c3cc2C1	3	-0.7	106	8	3	29*	96	18	-146

Going on with the list:
SMILES	NALP1 inh	OXTR agonist	MEKK2 WT-MEK5	GPR7 antagonist	MEKK2 mut-MEK5	M18AAP inhibitor	MEKK3 PB1 HTS	FID counter	PHOSPHO1 inh
COc1cccc(N2C(=O)Nc3ccc(Br)cc3C2(O)C(=O)NCCCOC(C)C)c1 (stereo unspecified)	18	-0.8	109	-14	5	-2	102	-15	.
Oc1c(Br)cc(Br)cc1/C=N/NC(=S)N[C@H]1CC2C=CC1C2 (stereo partly specified)	9	-1.2	89	-1	-11	3	92	-19	3
O=C(CCc1ccccc1)Nc1ccc(NC(=O)C2CCCCC2)nc1	-13	1.5	80	14	-16	11	92	-6	37
CCOC(=O)c1ccc2ncc(C(=O)OCC)c(NCCN(C)C)c2c1	.	1.4	108	-5	14	-11	112	6	.
CSc1nc2sc3c(c2c2nncn12)CCC3	21	-1.9	108	-7	2	-1	108	1	8
O=P(O)(CP(=O)(c1ccccc1)c1ccccc1)c1ccccc1	6	-0.6	94	9	-6	6	90	-9	4
Cc1ccc(NC(=S)N(CCCN2CCOCC2)Cc2ccco2)cc1	8	0.1	97	6	-2	-3	101	0	9
COc1ccc(NC(=O)c2ccccc2[N+](=O)[O-])cc1OC	22	-2.1	99	-11	-1	7	97	0	6
CCOc1ccc(NS(=O)(=O)c2cc(Cl)ccc2OC)cc1	22	1.4	89	-14	-4	8	94	-4	-41
CC(=O)NCCn1c(SCC(=O)c2ccc(Cl)cc2)nc2ccccc2c1=O	-9	0.8	93	-15	-5	2	99	-5	25
CN(C)CCNC(=O)Nc1cccc(Cl)c1Cl	9	2.7	105	-21	3	5	107	-1	5
O=C(N/N=C1\CCCc2oc(C(=O)O)cc21)c1ccccc1	0	-1.2	90	2	-9	-8	99	5	36
COc1cc(C2c3c(-c4cc(Cl)c(C)cc4O)n[nH]c3C(=O)N2Cc2cccnc2)ccc1O (stereo unspecified)	-7	0.8	103	-1	-3	8	100	-21	9
COc1ccc(-n2ccn(CC(=O)Nc3ccccc3OC)c(=O)c2=O)cc1	33	0.2	94	4	-14	-2	90	-2	32
O=Cc1c(SCCO)nc2ccccn2c1=O	-12	1.3	102	-8	2	-2	103	-7	-2
O=C(CCN1CCN(c2ccccc2)CC1)c1ccc(Br)cc1	-18	0.9	108	-5	9	-18	107	0	24

A second format for part of the listing above.
Values run as follows: NALP1 inh	OXTR agonist	MEKK2 WT-MEK5	GPR7 antagonist	MEKK2 mut-MEK5	M18AAP inhibitor	MEKK3 PB1 HTS	FID counter	PHOSPHO1 inh
O=C(CCc1ccccc1)Nc1ccc(NC(=O)C2CCCCC2)nc1
→ -13	1.5	80	14	-16	11	92	-6	37
CCOC(=O)c1ccc2ncc(C(=O)OCC)c(NCCN(C)C)c2c1
→ .	1.4	108	-5	14	-11	112	6	.
CSc1nc2sc3c(c2c2nncn12)CCC3
→ 21	-1.9	108	-7	2	-1	108	1	8
O=P(O)(CP(=O)(c1ccccc1)c1ccccc1)c1ccccc1
→ 6	-0.6	94	9	-6	6	90	-9	4
Cc1ccc(NC(=S)N(CCCN2CCOCC2)Cc2ccco2)cc1
→ 8	0.1	97	6	-2	-3	101	0	9
COc1ccc(NC(=O)c2ccccc2[N+](=O)[O-])cc1OC
→ 22	-2.1	99	-11	-1	7	97	0	6
CCOc1ccc(NS(=O)(=O)c2cc(Cl)ccc2OC)cc1
→ 22	1.4	89	-14	-4	8	94	-4	-41
CC(=O)NCCn1c(SCC(=O)c2ccc(Cl)cc2)nc2ccccc2c1=O
→ -9	0.8	93	-15	-5	2	99	-5	25
CN(C)CCNC(=O)Nc1cccc(Cl)c1Cl
→ 9	2.7	105	-21	3	5	107	-1	5
O=C(N/N=C1\CCCc2oc(C(=O)O)cc21)c1ccccc1
→ 0	-1.2	90	2	-9	-8	99	5	36
COc1cc(C2c3c(-c4cc(Cl)c(C)cc4O)n[nH]c3C(=O)N2Cc2cccnc2)ccc1O (stereo unspecified)
→ -7	0.8	103	-1	-3	8	100	-21	9
COc1ccc(-n2ccn(CC(=O)Nc3ccccc3OC)c(=O)c2=O)cc1
→ 33	0.2	94	4	-14	-2	90	-2	32
